Assay outcomes (PubChem)
HDAC3 inhib: blocks human histone deacetylase 3; AID 2718; recombinant HDAC3, fluorogenic peptide/trypsin coupled, fluorescence; inhibition, % at 8.3 µM; 320,000 tested, 0.15% active; O15379; in the data active means inhibition above about 26%, passing the limit was not always enough; inconclusive means no clear call, values can overlap the other calls
Target sequence (O15379 whole entry, looked up): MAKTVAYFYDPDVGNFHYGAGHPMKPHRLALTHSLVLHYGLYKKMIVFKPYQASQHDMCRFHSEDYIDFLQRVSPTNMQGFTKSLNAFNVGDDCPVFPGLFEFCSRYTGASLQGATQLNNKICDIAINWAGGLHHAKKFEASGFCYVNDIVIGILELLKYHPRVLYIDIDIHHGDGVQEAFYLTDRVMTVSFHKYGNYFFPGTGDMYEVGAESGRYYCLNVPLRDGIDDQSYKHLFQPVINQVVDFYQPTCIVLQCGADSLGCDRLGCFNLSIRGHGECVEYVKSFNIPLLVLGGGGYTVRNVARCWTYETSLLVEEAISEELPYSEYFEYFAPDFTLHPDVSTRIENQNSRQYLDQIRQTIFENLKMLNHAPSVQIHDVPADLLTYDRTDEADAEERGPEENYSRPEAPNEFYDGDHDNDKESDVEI
GSK3A inh: inhibitors of human GSK-3 alpha kinase; ADP-Glo luminescence, 60 min; 320,000 tested, 0.1% active; P49840; inhibition, % at 10 µM;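 in the data active means inhibition above about 50%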;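 further: GST-tagged GSK-3 alpha with peptide substrate and 25 µM ATP; 0% = DMSO neutral wells and 100% = GW8510 positive control wells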
Target sequence (P49840 whole entry, looked up): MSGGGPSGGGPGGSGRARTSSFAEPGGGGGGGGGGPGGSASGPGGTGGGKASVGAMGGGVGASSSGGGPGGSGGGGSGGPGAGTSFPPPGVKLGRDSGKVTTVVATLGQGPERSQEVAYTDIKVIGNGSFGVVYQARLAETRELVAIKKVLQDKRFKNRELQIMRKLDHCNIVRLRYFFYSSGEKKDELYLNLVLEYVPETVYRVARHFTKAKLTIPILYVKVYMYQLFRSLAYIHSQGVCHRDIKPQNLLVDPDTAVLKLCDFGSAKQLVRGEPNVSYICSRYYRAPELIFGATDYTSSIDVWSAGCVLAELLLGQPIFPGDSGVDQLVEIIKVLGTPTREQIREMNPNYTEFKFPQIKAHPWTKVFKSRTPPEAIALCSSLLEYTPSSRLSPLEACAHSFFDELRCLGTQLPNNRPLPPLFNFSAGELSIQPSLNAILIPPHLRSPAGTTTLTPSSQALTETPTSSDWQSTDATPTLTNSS
Starred values were filed as active, the others as inactive; ? = inconclusive. Not all compounds are listed, so the mix of outcomes need not match the whole.

Values run as follows: HDAC3 inhib | GSK3A inh
> CCCCN(C(=O)C1CCCC1)c1c(N)n(Cc2ccccc2)c(=O)[nH]c1=O
→ -0.3 | -1.2
> N#Cc1ccccc1OCC(=O)OCC(=O)NC1CC1
→ 0.1 | 11.7
> Nc1ccc(C(=O)N2CCN(S(=O)(=O)c3ccc4c(c3)OCCCO4)CC2)cc1[N+](=O)[O-]
→ -1.4 | 0.8
> CCn1nnnc1SCC(=O)N1c2ccccc2NC(=O)CC1C (stereo unspecified)
→ -3.4 | -1.6
> Cc1ccc(NC(=O)c2ccc(OCc3c(C)noc3C)cc2)c(C)c1
→ 1.5 | -1.5
> NC(=O)C1CCN(c2nc(-c3ccc4c(c3)OCCO4)cs2)CC1
→ -6.2 | -1.8
> COc1ccc(N2CCN(C(=O)COC(=O)c3ccc(-n4nc(C)cc4C)cc3)CC2)cc1
→ -5.8 | -2.0
> Cc1ccccc1NCC(=O)Nc1cc(S(=O)(=O)N2CCCCC2)ccc1C
→ 3.3 | 0.0
> c1ccc2ccccc2c1
→ -1.5 | -3.1
> Cc1ccc(NC(=O)COC(=O)c2ccc3c(=O)n4c(nc3c2)CCC4)c(Br)c1
→ -6.6 | -0.4
> O=C(Cc1ccccc1F)Nc1cc(S(=O)(=O)N2CCOCC2)ccc1N1CCOCC1
→ 1.1 | -0.6
> Cc1noc(C)c1C(=O)OC(C)C(=O)Nc1ccc(C(N)=O)cc1 (stereo unspecified)
→ -3.7 | -0.3
> C=CC(=O)OCCOCCOCCOCCOC(=O)C=C
→ -1.4 | -0.6
> COc1ccc(/C=C/C(=O)OCC(=O)N2CCCCCC2)c(OC)c1
→ 4.7 | 1.8
> Cc1ccc(NC(=O)CN2C(=O)NC(C)(c3ccc4c(c3)OCO4)C2=O)cc1 (stereo unspecified)
→ 3.1 | -0.9
> O=C(COC(=O)/C=C/c1cccc(Cl)c1Cl)Nc1ccc2[nH]c(=O)[nH]c2c1
→ 1.0 | -5.5
> CSc1ccc(C=NNc2ccc(S(=O)(=O)Nc3ccccc3C(=O)O)cc2[N+](=O)[O-])cc1
→ ? | 0.4
> CCc1ccc2nc(NC(=O)C3CCN(c4ncnc5sc(C)c(C)c45)CC3)sc2c1
→ 1.0 | -4.2
> Cc1cccnc1NC(=O)c1ccc(OCC2CCCO2)cc1 (stereo unspecified)
→ -3.2 | 0.6
> Cc1ccc(S(=O)(=O)N2CCC(C(=O)OCCOc3cccc(C)c3)CC2)cc1
→ 3.4 | -33.3

Some of these compounds in order of length of the SMILES, highest first.
Values run as follows: HDAC3 inhib | GSK3A inh
> Nc1ccc(C(=O)N2CCN(S(=O)(=O)c3ccc4c(c3)OCCCO4)CC2)cc1[N+](=O)[O-]
→ -1.4 | 0.8
> O=C(COC(=O)/C=C/c1cccc(Cl)c1Cl)Nc1ccc2[nH]c(=O)[nH]c2c1
→ 1.0 | -5.5
> Cc1ccc(NC(=O)COC(=O)c2ccc3c(=O)n4c(nc3c2)CCC4)c(Br)c1
→ -6.6 | -0.4
> CCc1ccc2nc(NC(=O)C3CCN(c4ncnc5sc(C)c(C)c45)CC3)sc2c1
→ 1.0 | -4.2
> O=C(Cc1ccccc1F)Nc1cc(S(=O)(=O)N2CCOCC2)ccc1N1CCOCC1
→ 1.1 | -0.6
> CCCCN(C(=O)C1CCCC1)c1c(N)n(Cc2ccccc2)c(=O)[nH]c1=O
→ -0.3 | -1.2
> Cc1ccccc1NCC(=O)Nc1cc(S(=O)(=O)N2CCCCC2)ccc1C
→ 3.3 | 0.0
> Cc1ccc(NC(=O)c2ccc(OCc3c(C)noc3C)cc2)c(C)c1
→ 1.5 | -1.5
> COc1ccc(/C=C/C(=O)OCC(=O)N2CCCCCC2)c(OC)c1
→ 4.7 | 1.8
> CCn1nnnc1SCC(=O)N1c2ccccc2NC(=O)CC1C (stereo unspecified)
→ -3.4 | -1.6
> Cc1cccnc1NC(=O)c1ccc(OCC2CCCO2)cc1 (stereo unspecified)
→ -3.2 | 0.6
> N#Cc1ccccc1OCC(=O)OCC(=O)NC1CC1
→ 0.1 | 11.7
> C=CC(=O)OCCOCCOCCOCCOC(=O)C=C
→ -1.4 | -0.6
> c1ccc2ccccc2c1
→ -1.5 | -3.1

More records follow:
Values run as follows: HDAC3 inhib | GSK3A inh
> CCN(c1ccccc1)S(=O)(=O)c1ccc(C(=O)Nc2cc(C)ccn2)cc1
→ 2.1 | -6.1
> CCN(CC)C(=O)[C@H]1CC(CC(=O)NCCCn2ccnc2)C(=O)N2CCc3c([nH]c4ccccc34)[C@]12C (stereo partly specified)
→ -6.3 | -1.8
> COc1ccccc1C(=O)NC(=O)CSc1nnc2ccccn12
→ -4.5 | -2.8
> Cc1ccc2nc3n(c(=O)c2c1)-c1ccccc1C(=O)NC3Cc1ccccc1 (stereo unspecified)
→ 4.9 | 0.1
> CNc1ccc(C(=O)OCC(=O)NCc2ccc3c(c2)OCO3)cc1[N+](=O)[O-]
→ -5.7 | 2.1
> CC(=O)Nc1cccc(C(=O)Nc2cccc(S(=O)(=O)NCc3ccco3)c2)c1
→ 1.4 | 0.7
> O=C(C1COc2ccccc2O1)N1CCN(S(=O)(=O)c2cc(F)ccc2F)CC1 (stereo unspecified)
→ 2.3 | 1.2
> CC1CCCCC12NC(=O)N(CC(=O)N1CCc3ccccc31)C2=O (stereo unspecified)
→ -10.2 | -1.7
> COc1ccc(NC(=O)CSc2nc3ccccc3c(=O)[nH]2)cc1S(N)(=O)=O
→ 0.4 | 2.1
> Cc1nn(-c2ccccc2)c2nc(C(F)F)cc(C(F)F)c12
→ -1.6 | -0.8
> CSCCC(NC(=O)CCNC(=O)c1ccccc1Cl)c1nc2ccccc2[nH]1 (stereo unspecified)
→ 3.6 | -1.8
> Cc1nn(CC(=O)NNC(=O)c2ccc(Br)cc2)c(C)c1[N+](=O)[O-]
→ -5.0 | -1.9
> O=C(NCc1ccco1)C1CCN(S(=O)(=O)c2ccccc2C(F)(F)F)CC1
→ -7.4 | 1.8
> COc1ccc(OC)c(COC(=O)c2cccc(S(=O)(=O)N3CCCCC3)c2)c1
→ 6.3 | -2.6
> O=C1C=C(c2cccc3c2oc2ccccc23)C[C@@H](c2ccc(F)cc2)C1
→ -1.0 | -3.5
> CC(C)NC(=O)Nc1ccc2c(c1)C(=O)N([C@H](C)CO)C[C@H](C)[C@@H](CN(C)C(=O)Nc1ccc(C(F)(F)F)cc1)O2
→ 9.0 | 1.6
> CC(C(=O)Nc1ccc(Cl)cc1Cl)N1C(=O)NC2(CCCCCCC2)C1=O (stereo unspecified)
→ 8.8 | -2.9
> COc1cccc(C(=O)Nc2ccccc2-c2ccccc2)c1
→ -4.5 | -3.4
> O=C(NCCN1CCOCC1)c1ccc(Cl)c(S(=O)(=O)NCc2ccccc2)c1
→ 4.5 | -0.5
> CCOc1ccccc1OCC(=O)OC(C)C(=O)Nc1ncc(Cl)cc1Cl (stereo unspecified)
→ ? | -5.3
> CC(C)c1cccc(C(C)C)c1NC(=O)CN1C(=O)NC2(CCCCCCC2)C1=O
→ -1.3 | -2.0
> Cc1ccc(NC(=O)CN(C)C(=O)c2ccc(Cl)c(S(=O)(=O)NCc3ccco3)c2)cc1
→ 1.2 | -2.1
> COc1cc(C(=O)OCc2cccc(S(=O)(=O)N3CCOCC3)c2)ccc1OCC(C)C
→ 16.1 | -1.9
> COc1ccc(NC(=O)C2CCC2)cc1S(=O)(=O)Nc1cc(C)ccc1Br
→ -2.0 | 0.1
> Cc1ccc(N2CC(C(=O)OCC(=O)Nc3ccccc3C)CC2=O)cc1 (stereo unspecified)
→ 8.4 | -1.7
> COc1ccc(NS(=O)(=O)c2ccc(NN=Cc3ccc(C(=O)O)cc3)c([N+](=O)[O-])c2)cc1
→ 0.4 | 0.4
> CC(=O)c1ccc(S(=O)(=O)NCC(=O)N2CCN(C/C=C/c3ccccc3)CC2)cc1
→ 0.5 | -0.7
> CCOc1ccc(S(=O)(=O)NCCC(=O)N2CC=C(c3ccccc3)CC2)cc1
→ 5.4 | -1.1
> CCN(CC(=O)NCc1cccs1)C(=O)c1ccc(Cl)c(Cl)c1
→ 2.0 | 0.7
> CC(=O)Nc1ccc(NC(=O)c2ccc(S(=O)(=O)N(C)c3ccccc3)cc2)cc1
→ 4.0 | 0.7
> COc1ccccc1NC(=O)c1cc2c(cc1Cl)N1CCCCCC1=NS2(=O)=O
→ -5.3 | -2.9
> COc1ccc(C2(c3ccc(OC)cc3)NC(=O)N(CC(=O)NCC(C)c3ccccc3)C2=O)cc1 (stereo unspecified)
→ 14.6 | 1.3
> COc1ccccc1NCCC(=O)OCC(=O)Nc1ccccc1F
→ -7.2 | 0.4
> CCOC(=O)c1ccc(S(=O)(=O)NC2CCC(C)CC2)cc1 (stereo unspecified)
→ 1.9 | -1.9
> COc1ccccc1CNC(=O)COC(=O)c1ccc(N2CCCC2=O)cc1
→ -3.5 | -5.9
> CNC(=O)C1CN(C(=O)c2cccc(S(=O)(=O)N3c4ccccc4CC3C)c2)c2ccccc2O1 (stereo unspecified)
→ -2.0 | 1.2
> CN1C(=O)N(CC(=O)Nc2sccc2C(N)=O)C(=O)C12CCCCC2
→ 2.5 | -9.3
> CC1CCCC(NC(=O)COC(=O)[C@@H](NC(=O)c2ccccc2Cl)C(C)C)C1C (stereo partly specified)
→ 1.4 | -1.5
> COc1ccc(S(=O)(=O)N2CCCCC2)cc1NC(=O)c1ccc(N2CCCC2=O)cc1
→ ? | -0.6
> NS(=O)(=O)c1cc(Cl)c(NC(=O)COC(=O)c2ccccn2)c(Cl)c1
→ 8.9 | -0.1
> Cc1nnc(SCC(=O)Nc2cc(S(=O)(=O)N3CCCC3)ccc2Cl)n1C1CC1
→ -2.4 | -0.2
> CCOCCCNCC(=O)Nc1cc(S(=O)(=O)N2CCOCC2)ccc1N1CCOCC1
→ 1.2 | 0.6
> Cc1ccc(C(=O)NCC(=O)OCc2c(F)cccc2Cl)s1
→ 9.0 | -1.2
> O=C(COC(=O)C1CC1)Nc1ccc([N+](=O)[O-])cc1C(F)(F)F
→ 4.9 | -1.5
> CN(C(=O)COC(=O)c1ccc2ccccc2n1)C1CCCCC1
→ 0.1 | -2.3
> CC(C)OCCCNC(=O)c1cccc2c1C(=O)c1ccc(Cl)cc1S2(=O)=O
→ -1.8 | -4.8
> Cc1onc(-c2ccccc2)c1-c1nnc(CN2CCN(S(=O)(=O)c3ccccc3F)CC2)o1
→ 1.2 | 2.7
> CN(CC(=O)Nc1ccc(F)cc1)C(=O)c1cn(-c2ccccc2)nc1-c1cccs1
→ 7.7 | 0.8
> COc1ccc(CNC(=O)COC(=O)c2ccc3ncsc3c2)cc1OC
→ 2.7 | -1.9
> CCN(CC(=O)NCc1cccs1)C(=O)COc1ccccc1C#N
→ 1.8 | -2.6
> Cc1ccc(C(=O)OCC(=O)c2c(N)n(C)c(=O)n(C)c2=O)cc1S(=O)(=O)N1CCOCC1
→ -1.9 | -3.6
> COc1ccc(C(=O)NC(CCSC)C(=O)NC2CC2)cc1 (stereo unspecified)
→ 3.2 | -1.5
> CCN(CC(=O)NCc1cccs1)C(=O)/C=C/c1cc(Br)ccc1OC(F)F
→ 11.6 | 0.7
> COc1cc2ccccc2cc1C(=O)N1CCN(c2ccccc2O)CC1
→ 2.1 | -1.2
> Cc1cc(S(=O)(=O)Nc2ccc(C(=O)NCC3CCCO3)cc2)ccc1F (stereo unspecified)
→ 6.0 | 0.4
> O=C(CN1C(=O)NC(c2ccccc2)(c2ccccc2)C1=O)Nc1ccc(N2CCOCC2)cc1
→ 1.5 | -1.3
> Cc1ccc(C(=O)NCC(c2ccco2)N2CCCCC2)s1 (stereo unspecified)
→ 1.1 | -4.7
> COc1ccc(C(=O)OCC(=O)Nc2ncc([N+](=O)[O-])s2)cc1OC
→ 6.7 | 15.7
> Cc1cc(C)c(N)cc1C
→ -2.7 | -1.5
> COc1cccc(NC(=O)CN(C)CC(=O)c2c(C)[nH]c3ccccc23)c1
→ 3.5 | 0.2

(continued)
Values run as follows: HDAC3 inhib | GSK3A inh
> CCOC(=O)C1CCCN(C(=S)Nc2ccc(S(=O)(=O)N3CCOCC3)cc2)C1 (stereo unspecified)
→ -0.4 | -1.1
> CN(CC(=O)Nc1cccc(F)c1)C(=O)c1cc(S(=O)(=O)N2CCN(c3ccccc3)CC2)ccc1Cl
→ 11.8 | 0.8
> Cn1c(N)c(C(=O)COC(=O)c2cc(S(=O)(=O)N3CCOCC3)ccc2F)c(=O)n(C)c1=O
→ -2.4 | -1.9
> COc1ccccc1-c1nn(Cc2ccccc2)cc1C(=O)NCC(c1ccco1)N1CCCC1 (stereo unspecified)
→ -2.5 | -3.6
> O=C(Nc1ccc(Br)cn1)c1ccc(COc2c(F)c(F)cc(F)c2F)o1
→ 1.7 | -2.4
> COc1ccc(C(=O)C(C)OC(=O)CNC(=O)C2CCCCC2)cc1 (stereo unspecified)
→ 3.8 | -0.9
> CCC(C)c1ccccc1NC(=O)c1cccc(-n2cnnn2)c1 (stereo unspecified)
→ 1.5 | 0.3
> Cc1cccc(C)c1NC(=O)CNC(=O)C(C)N1CCN(c2cccc(Cl)c2)CC1 (stereo unspecified)
→ 2.5 | -2.7
> COc1ccc(Cl)cc1NC(=O)CN(C)C(=O)CSc1ccc2c(c1)OCCO2
→ 0.3 | 8.2
> O=C1NC(Cc2ccc(O)cc2)c2nc3ccc(Cl)cc3c(=O)n2-c2cc(Cl)ccc21 (stereo unspecified)
→ -0.6 | -0.4
> CC(C)(C)c1ccc(C(=O)OCC(=O)NCc2ccco2)cc1
→ 4.5 | -4.9
> CCCN(CC(=O)Nc1ccccc1C)C(=O)C1CC(=O)N(c2ccccc2C(C)CC)C1 (stereo unspecified)
→ -5.1 | -1.9
> CCN(CC(=O)NCc1cccs1)C(=O)c1cccc(S(=O)(=O)Nc2cccc(C)c2)c1
→ 0.1 | 2.2
> CN(Cc1c(F)cccc1Cl)C(=O)C1=CC=CN2CCS(=O)(=O)N=C12
→ 6.3 | -0.9
